# KLF5 inh: inhibitors of KLF5 expression; DLD-1 KLF5 promoter-luciferase reporter, luminescence; inhibition, % at 5 µM; 290,000 compounds, 0.23% hits; AID 1700;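 active means inhibition above a per-plate limit of that plate's mean compound inhibition plus 3 SD, cut at about 60% in these data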;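 further: 0% = DMSO wells and 100% = LY294002 at 200 µM; higher means less KLF5 promoter-driven luciferase light; inactives centre near -14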
# HSP90 inh: blocks HSP90-mediated luciferase refolding in reticulocyte lysate. Rabbit reticulocyte lysate, luciferase refolding luminescence, 3 h. 290,000 compounds, 0.91% hits. AID 1789. inhibition, % at 5.6 µM;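 active means inhibition above the screen-wide mean plus 3 SD, computed separately per campaign, cut at about 16% in these data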;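 further: 0% = DMSO wells and 100% = 60 µM geldanamycin wells; inhibitors lower the luminescence because luciferase stays unfolded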
# GSK3A inh: human GSK-3 alpha kinase inhibition. P49840. 320,000 compounds, 0.1% hits. inhibition, % at 10 µM. AID 2650. ADP-Glo luminescence, 60 min;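 in the data active means inhibition above about 50%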;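 further: GST-tagged GSK-3 alpha with peptide substrate and 25 µM ATP; 0% = DMSO neutral wells and 100% = GW8510 positive control wells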
# Target sequence (P49840 whole entry, looked up): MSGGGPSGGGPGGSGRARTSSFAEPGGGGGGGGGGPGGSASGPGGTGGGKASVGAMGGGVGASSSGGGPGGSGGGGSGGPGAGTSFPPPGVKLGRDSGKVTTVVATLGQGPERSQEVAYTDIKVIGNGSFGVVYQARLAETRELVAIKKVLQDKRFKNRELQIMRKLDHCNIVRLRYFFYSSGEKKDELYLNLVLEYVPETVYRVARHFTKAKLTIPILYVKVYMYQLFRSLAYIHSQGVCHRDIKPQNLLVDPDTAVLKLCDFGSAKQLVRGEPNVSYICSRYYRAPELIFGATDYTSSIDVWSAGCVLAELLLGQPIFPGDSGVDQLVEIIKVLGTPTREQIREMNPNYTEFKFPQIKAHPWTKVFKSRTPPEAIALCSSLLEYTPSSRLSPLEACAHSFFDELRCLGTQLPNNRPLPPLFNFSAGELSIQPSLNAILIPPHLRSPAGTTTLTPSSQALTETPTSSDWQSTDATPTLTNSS
# Dyrk1A ADPGlo: inhibitors of rat Dyrk1A kinase; Q63470; ADP-Glo luminescence, NFATc1 peptide; inhibition, % at 12.5 µM; 310,000 compounds, 0.43% hits; in the data active means inhibition above about 50%;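 further: plate controls were vehicle with enzyme for no effect and no enzyme for full effect; many of its hits are not listed in these tables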
# IEC-6 cytotox: kills IEC-6 intestinal cells in KLF5 counter-screen; AID 1825; IEC-6 cytotoxicity, luminescence viability; 290,000 compounds, 0.78% hits; inhibition, % at 5 µM; in the data active means inhibition above about 22%;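 further: 0% = plate median of test compound wells and 100% = cytotoxic reference compound wells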
# Active calls of the source: *; / = not tested or not shown. Not all compounds are listed. The share of hits here may be higher or lower than overall.
1	Cc1cccc(C#N)c1
2	O=C(Cc1ccccc1)OCc1ccccc1
3	C=C(Cl)CSC(=S)N(CC)CC
4	Cc1cnc[nH]1
5	CC(=O)CCC(C)=O
6	Clc1cc(Cl)c(-c2cc(Cl)c(Cl)cc2Cl)cc1Cl
7	COc1ccc(C=O)cc1
8	COc1ccc(C(c2ccc(OC)cc2)C(Cl)(Cl)Cl)cc1
Compound,1,2,3,4,5,6,7,8
IEC-6 cytotox,/,/,/,/,/,/,/,/
Dyrk1A ADPGlo,/,/,/,/,/,/,/,/
GSK3A inh,-3,-4,-5,1,-3,-2,-3,-2
HSP90 inh,/,/,/,/,/,/,/,/
KLF5 inh,/,/,/,/,/,/,/,/

9	Cc1ccc(C(C)C)c(OCC(=O)N2CCN(CC(=O)N3CCOCC3)CC2)c1
10	Cc1ccc(N)c(N)c1
11	C[C@@H]1CCC2[C@@H](C)C(=O)O[C@@H]3OC4(C)CCC1[C@@]23OO4 (some centres not stated)
12	C[C@H]1CC2C3CC=C4C[C@@H](O)CC[C@]4(C)C3CC[C@]2(C)[C@H]1O (some centres not stated)
13	O=C(O)COc1ccccc1
14	C[C@]12CCC3C(CC[C@H]4C[C@H](O)CC[C@]34C)C1CCC2=O (some centres not stated)
15	C[C@]12CCC3C(CC[C@H]4C[C@@H](O)CC[C@]34C)C1C[C@H](Br)[C@@H]2O (some centres not stated)
16	O=[N+]([O-])c1ccc(Cl)c(Cl)c1Cl
Compound,9,10,11,12,13,14,15,16
IEC-6 cytotox,/,/,/,/,/,/,/,/
Dyrk1A ADPGlo,/,/,/,/,/,/,/,/
GSK3A inh,2,-3,-1,-4,-3,-3,1,-3
HSP90 inh,/,/,/,/,/,/,/,/
KLF5 inh,/,/,/,/,/,/,/,/

17	CCN(CC)C(=O)c1ccc(NC(=O)COC(=O)c2ccc(Cl)s2)cc1
18	C[C@@H]1CC2C3CC=C4C[C@@H](O)CC[C@]4(C)C3CC[C@]2(C)[C@H]1O (some centres not stated)
19	C[C@]12CCC3C(CC[C@H]4C[C@H](O)CC[C@]34C)C1C[C@@H](CCCCl)[C@@H]2O (some centres not stated)
20	C#C[C@]1(O)[C@H](O)CC2C3CC[C@H]4C[C@@H](O)CC[C@]4(C)C3CC[C@@]21C (some centres not stated)
21	OCC(Cl)CCl (configuration not stated)
22	O=[N+]([O-])c1ccccc1CCl
23	Cc1cccc([N+](=O)[O-])c1
24	C[C@]12CCC3C(CC[C@H]4C[C@@H](O)CC[C@]34C)[C@H]1CC[C@H]2O (some centres not stated)
Compound,17,18,19,20,21,22,23,24
IEC-6 cytotox,/,/,/,/,/,/,/,/
Dyrk1A ADPGlo,/,/,/,/,/,/,/,/
GSK3A inh,0,-4,-3,-3,0,-1,-2,-3
HSP90 inh,/,/,/,/,/,/,/,/
KLF5 inh,/,/,/,/,/,/,/,/

# Numbers 15 through 21 from above:
15	C[C@]12CCC3C(CC[C@H]4C[C@@H](O)CC[C@]34C)C1C[C@H](Br)[C@@H]2O (some centres not stated)
16	O=[N+]([O-])c1ccc(Cl)c(Cl)c1Cl
17	CCN(CC)C(=O)c1ccc(NC(=O)COC(=O)c2ccc(Cl)s2)cc1
18	C[C@@H]1CC2C3CC=C4C[C@@H](O)CC[C@]4(C)C3CC[C@]2(C)[C@H]1O (some centres not stated)
19	C[C@]12CCC3C(CC[C@H]4C[C@H](O)CC[C@]34C)C1C[C@@H](CCCCl)[C@@H]2O (some centres not stated)
20	C#C[C@]1(O)[C@H](O)CC2C3CC[C@H]4C[C@@H](O)CC[C@]4(C)C3CC[C@@]21C (some centres not stated)
21	OCC(Cl)CCl (configuration not stated)
Compound,15,16,17,18,19,20,21
IEC-6 cytotox,/,/,/,/,/,/,/
Dyrk1A ADPGlo,/,/,/,/,/,/,/
GSK3A inh,1,-3,0,-4,-3,-3,0
HSP90 inh,/,/,/,/,/,/,/
KLF5 inh,/,/,/,/,/,/,/

# Following part
25	Clc1ccc(C(Cl)(Cl)Cl)c(Cl)c1
26	O=C(CCC(=O)N1C[C@H]2C[C@@H](C1)c1cccc(=O)n1C2)NCc1ccc(F)cc1
27	Oc1c(Br)cc(Br)cc1Br
28	OCC1CO1 (configuration not stated)
29	O=[N+]([O-])c1cccc(CCl)c1
30	Cc1ccc(N2C(=O)NC(=O)/C(=C/c3ccoc3)C2=O)cc1
31	CN1C(=O)C(Cc2c[nH]c3ccccc23)C(=O)N(C)C1=O
32	O=c1c2cc([N+](=O)[O-])ccc2nc(CN2CCOCC2)n1-c1ccccc1F
Compound,25,26,27,28,29,30,31,32
IEC-6 cytotox,/,/,/,/,/,-2,0,-5
Dyrk1A ADPGlo,/,/,/,/,/,/,/,/
GSK3A inh,-2,-2,-4,-2,-1,/,/,/
HSP90 inh,/,/,/,/,/,5,1,-5
KLF5 inh,/,/,/,/,/,2,-19,-1

33	Cc1nnc2n1-c1ccc(Cl)cc1C(c1ccccc1)=NC2
34	O=C1NC(=O)C2=Cc3ccc(O)cc3OC2(O)N1 (configuration not stated)
35	C[C@]12CCC(=O)C[C@@H]1CC[C@@H]1[C@@H]2CC[C@@]2(C)[C@H]1CC[C@]2(C)O
36	C[C@]12CC(=CO)C(=O)C[C@@H]1CC[C@@H]1[C@@H]2CC[C@@]2(C)[C@H]1CC[C@]2(C)O
37	CCN1CCOC(c2ccccc2)C1 (configuration not stated)
38	CN1C2CCC1CC(OC(=O)c1cccc(O)c1)C2 (configuration not stated)
39	CCOc1cc(C=O)ccc1O
40	CCC(=O)OC(Cc1ccccc1)(c1ccccc1)C(C)CN(C)C (configuration not stated)
Compound,33,34,35,36,37,38,39,40
IEC-6 cytotox,9,-5,-3,8,/,/,/,/
Dyrk1A ADPGlo,/,/,/,/,-3,2,11,-1
GSK3A inh,/,/,/,/,/,/,/,/
HSP90 inh,1,-2,-2,3,/,/,/,/
KLF5 inh,-45,1,5,-31,/,/,/,/

41	Oc1ccc2c3c1OC1c4[nH]c5ccccc5c4C[C@@]4(O)C(C2)N(CC2CC2)CC[C@]314 (some centres not stated)
42	c1ccc(C(CN2CCCCC2)c2ccccc2)cc1
43	CSc1nc(NC(C)C)nc(NC(C)C)n1
44	CC(C)CNC(=O)/C=C/C=C/CCCCCC/C=C/c1ccc2c(c1)OCO2
45	O=[N+]([O-])c1ccc(C(c2ccc([N+](=O)[O-])cc2)c2ccc([N+](=O)[O-])cc2)cc1
46	NP(=O)(Oc1ccccc1)Oc1ccccc1
47	O=C1NC(=O)C(=Cc2cccs2)C(=O)N1
48	Cc1ccnc(NC(=O)CCCc2ccc(N(CCCl)CCCl)cc2)n1
Compound,41,42,43,44,45,46,47,48
IEC-6 cytotox,/,/,/,/,/,/,/,/
Dyrk1A ADPGlo,-17,-2,-1,12,-3,1,1,2
GSK3A inh,/,/,/,/,/,/,/,/
HSP90 inh,/,/,/,/,/,/,/,/
KLF5 inh,/,/,/,/,/,/,/,/

49	Oc1ccc(CCN2CCCCC2)cc1
50	COC12CCC3(CC1C(C)(O)C(C)(C)C)[C@H]1Cc4ccc(OC5OC(C(=O)O)[C@@H](O)C(O)[C@H]5O)c5c4[C@@]3(CCN1CC1CC1)C2O5 (some centres not stated)
51	O=C1C(=O)N(c2ccccc2)P(=O)(N(CCCl)CCCl)N1c1ccccc1
52	O=C1NC(=S)NC(=O)C1c1ccccc1
53	O=C1NC(=S)NC(=O)C1=Cc1c(Cl)cccc1Cl
54	CCN[C@@H](C)Cc1cccc(C(F)(F)F)c1
55	CCC(C)C1NC(=O)C2CCCN2C(=O)C(CC(C)C)OC(=O)CCNC(=O)C(C)N(C)C(=O)C(C(C)C)N(C)C1=O (configuration not stated)
56	CCOC(=O)C1(c2ccccc2)CCN(CCc2ccc(NC(=O)CCC(=O)O)cc2)CC1
Compound,49,50,51,52,53,54,55,56
IEC-6 cytotox,/,/,/,/,/,/,/,/
Dyrk1A ADPGlo,-6,5,3,-4,5,-6,1,9
GSK3A inh,/,/,/,/,/,/,/,/
HSP90 inh,/,/,/,/,/,/,/,/
KLF5 inh,/,/,/,/,/,/,/,/

57	CN1C2CCC1C(C(=O)O)C(O)C2 (configuration not stated)
58	NC1(C(=O)O)CCCc2ccc(N(CCCl)CCCl)cc21 (configuration not stated)
59	c1ccc(C(c2ccccc2)c2cccnc2)cc1
60	O=C(CCN1CC1)OCCOC(=O)CCN1CC1
61	CC1CC=CCC12C(=O)NC(=S)NC2=O (configuration not stated)
62	O=C1NC(=O)C(Cc2ccccc2)C(=O)N1
63	Cc1ccc(NC(=O)N2CC2)cc1NC(=O)N1CC1
64	O=C1CC=C2C3CC4N(CCC45c4cc(O)c(O)cc4N1C25)CC3=CCBr (configuration not stated)
Compound,57,58,59,60,61,62,63,64
IEC-6 cytotox,/,/,/,/,/,/,/,/
Dyrk1A ADPGlo,11,1,1,-6,2,3,-2,0
GSK3A inh,/,/,/,/,/,/,/,/
HSP90 inh,/,/,/,/,/,/,/,/
KLF5 inh,/,/,/,/,/,/,/,/

65	O=C1C=CC(=O)C=C1
66	COc1ccc2c(c1)C(NC(C)=O)CCc1cc(OC)c(OC)c(OC)c1-2 (configuration not stated)
67	CCN1C(=O)NC(=O)C2(CCCC2)C1=O
68	CN1CCCC1c1ccc(=O)[nH]c1 (configuration not stated)
69	COc1cc2c(cc1OC)C13CCN4C=C5CCOC6CC(=O)N2C1C6C5CC43 (configuration not stated)
70	Oc1ccccc1Cl
71	CCC1(CCO)C(=O)NC(=S)NC1=O
72	N#C/C(=C\c1ccc(O)cc1)C(=O)O (tested in a mixture with another compound)
Compound,65,66,67,68,69,70,71,72
IEC-6 cytotox,/,/,/,/,/,/,/,/
Dyrk1A ADPGlo,5,0,4,5,1,15,-2,79*
GSK3A inh,/,/,/,/,/,/,/,/
HSP90 inh,/,/,/,/,/,/,/,/
KLF5 inh,/,/,/,/,/,/,/,/

73	CC12CCC(=O)CC1CCC1C2C(=O)CC2(C)C1CCC2(C)O (configuration not stated)
74	CC1CN1P(=O)(Oc1ccccc1)N1CC1C (configuration not stated)
75	O=c1[nH]cnc2nc(-c3ccc(N(CCCl)CCCl)cc3)[nH]c12
76	C[C@]12CCC3C(CC[C@@H]4[C@H]5O[C@H]5CC[C@]34C)C1CC[C@@H]2O (some centres not stated)
77	C(=NC1CCCCC1)c1c[nH]c2ccccc12
78	CC1CC(C)(O)CC(C(O)CC2CC(=O)NC(=O)C2)C1=O (configuration not stated)
79	CC(=O)O[C@H]1CCC2C3CC[C@H]4[C@@H](O)[C@H](O)CC[C@]4(C)C3CC[C@@]21C (some centres not stated)
80	c1ccc(CCN2CCCCC2)nc1
Compound,73,74,75,76,77,78,79,80
IEC-6 cytotox,/,/,/,/,/,/,/,/
Dyrk1A ADPGlo,10,-8,14,-2,-4,-1,-1,-6
GSK3A inh,/,/,/,/,/,/,/,/
HSP90 inh,/,/,/,/,/,/,/,/
KLF5 inh,/,/,/,/,/,/,/,/

81	CC(C)CC1(CCc2ccccc2)C(=O)NC(=O)NC1=O
82	O=P(O)(O)CN1CCNCCN(CP(=O)(O)O)CCNCC1
83	O=P(Oc1ccc(Cl)cc1)(N1CC1)N1CC1
84	CN(C)P(=O)(N(C)C)N1CC1
85	Oc1ccc(Cl)cc1
86	CC(=O)/C=C/c1ccccc1
87	COC(=O)C1C2c3ccccc3C(c3ccccc32)C1(C)C(=O)OC (configuration not stated)
88	CCC1CCC(C)N(N=O)C1 (configuration not stated)
Compound,81,82,83,84,85,86,87,88
IEC-6 cytotox,/,/,/,/,/,/,/,/
Dyrk1A ADPGlo,-1,0,-7,6,4,-3,2,-2
GSK3A inh,/,/,/,/,/,/,/,/
HSP90 inh,/,/,/,/,/,/,/,/
KLF5 inh,/,/,/,/,/,/,/,/

89	CC1CC(C)CC(C)C(O)C(C#N)=CC=CCC(C2CCCC2C(=O)O)OC(=O)CC(O)C(C)C1 (configuration not stated)
90	CCC1CN2CCc3cc(OC)c(OC)cc3C2CC1CC1NCCc2c1[nH]c1ccc(O)cc21 (configuration not stated)
91	CC(=O)C1(O)CCC2C3CCC4=C(Cl)C(=O)CCC4(C)C3CCC21C (configuration not stated)
92	Cc1cc2c(cc1C)NP(=S)(c1ccccc1)N2
93	O=C(OC1CC2CCC(N2)C1C(=O)O)c1ccccc1 (configuration not stated)
94	c1ccc(-c2ccncc2)cc1
95	c1cc2c(cc1[C@H]1OCC3C1CO[C@@H]3c1ccc3c(c1)OCO3)OCO2 (some centres not stated)
96	CC12CCC(O)CC1CCC1C2CCC2(C)C(C3=CC(=O)OC3)CCC12O (configuration not stated)
Compound,89,90,91,92,93,94,95,96
IEC-6 cytotox,/,/,/,/,/,/,/,/
Dyrk1A ADPGlo,-4,-1,-3,0,-16,1,-3,-2
GSK3A inh,/,/,/,/,/,/,/,/
HSP90 inh,/,/,/,/,/,/,/,/
KLF5 inh,/,/,/,/,/,/,/,/
